Screens: PubChem, several laboratories
N-glyco inh: N-linked glycosylation inhibition; D54 ERlucT glycosylation luciferase reporter, 24 h; percent of 100 nM tunicamycin response; reporter increase, % at 12.5 µM; 0.23% of 360,000 active; AID 588692;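 active = mean luciferase reporter signal, scaled so untreated is 0 and the glycosylation-blocking control 100, at or above a set limit in every replicate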;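 also: luciferase carries N-glycosylation sites so blocking glycosylation raises the light; 0% = median of neutral control wells and 100% = median of 100 nM tunicamycin wells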
NOD2 RIPK2 PPI: inhibitors of human NOD2-RIPK2 interaction; 0.38% of 360,000 active; inhibition, % at 4.98 µM; AID 624267; CHO BLA complementation NOD2-RIPK2, CCF4 ratio; in the data active = inhibition above about 21%;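 also: 0% = vehicle only and 100% = reference blocker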
ABHD5-PLIN5 inh: blocks binding of human ABHD5 to perilipin-5; Q00G26+Q8WTS1; Split G. princeps luciferase complementation, luminescence, 4 h; inhibition, % at 4 µM; 0.78% of 360,000 active; AID 602281;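 active = inhibition above the mean inhibition across every tested compound plus 3 SD, cut at about 22% in these data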;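 also: 0% = DMSO only wells and the 100% control is not disclosed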
Target sequence (Q00G26 whole entry, looked up): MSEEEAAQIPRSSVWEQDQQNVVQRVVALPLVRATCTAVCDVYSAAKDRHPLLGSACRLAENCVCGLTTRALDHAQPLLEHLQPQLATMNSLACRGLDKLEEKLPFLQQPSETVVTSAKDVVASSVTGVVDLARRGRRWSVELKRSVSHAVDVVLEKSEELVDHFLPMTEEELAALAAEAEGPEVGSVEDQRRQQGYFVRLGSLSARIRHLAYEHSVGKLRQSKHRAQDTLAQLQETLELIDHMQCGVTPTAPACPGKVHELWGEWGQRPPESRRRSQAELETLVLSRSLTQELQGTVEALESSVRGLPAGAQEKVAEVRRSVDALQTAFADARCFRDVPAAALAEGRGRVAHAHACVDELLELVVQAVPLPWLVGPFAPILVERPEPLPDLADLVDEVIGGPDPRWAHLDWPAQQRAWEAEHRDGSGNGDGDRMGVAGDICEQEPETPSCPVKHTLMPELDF
Target sequence (Q8WTS1 whole entry, looked up): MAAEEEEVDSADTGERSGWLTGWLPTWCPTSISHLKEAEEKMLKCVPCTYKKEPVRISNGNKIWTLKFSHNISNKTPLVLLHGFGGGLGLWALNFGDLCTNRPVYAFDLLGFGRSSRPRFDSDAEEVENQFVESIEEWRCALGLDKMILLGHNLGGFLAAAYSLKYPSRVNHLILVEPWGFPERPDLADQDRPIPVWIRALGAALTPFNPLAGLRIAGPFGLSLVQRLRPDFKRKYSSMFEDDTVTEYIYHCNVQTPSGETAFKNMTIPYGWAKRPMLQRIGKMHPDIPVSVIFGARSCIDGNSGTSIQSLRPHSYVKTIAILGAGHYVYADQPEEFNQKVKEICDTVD
ABCB6 inh 2: human ABCB6 transporter inhibition; Q9NP58; K562-ABCB6 porphyrin accumulation, flow cytometry, 1 h; active compounds read low; fluorescence ratio to DMSO, % at 10 µM; 0.19% of 360,000 active;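 active = fluorescence ratio to DMSO below 75%, the collection mean minus 3 SD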;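 also: signal is porphyrin accumulated inside mitochondria; 100% equals median channel fluorescence of DMSO control wells; lower ratio means ABCB6 inhibition with less porphyrin fluorescence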
TLR9-MyD88 inh: TLR9-MyD88 interaction inhibition; 0.21% of 340,000 active; CHO BLA complementation TLR9-MyD88, CCF4 FRET ratio; inhibition, % at 4.98 µM;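 active = inhibition above the mean over all tested compounds plus 3 SD, cut at about 21% in these data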;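 also: 0% = DMSO only wells and 100% = clavulanate BLA inhibitor control wells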
MC4R antag cAMP: human MC4R antagonism in cAMP assay. MC4R-expressing cells, MTII-stimulated cAMP, LANCE TR-FRET. inhibition, % at 6.5 µM. 0.48% of 360,000 active;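 active = inhibition above its plate's cutoff, the mean of tested wells on that plate plus 3 SD, cut at about 29% in these data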;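 also: 0% = Melanotan II alone and 100% = Melanotan II plus saturating MCL0020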
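Test system: U2OS cells stably expressing human melanocortin 4 receptor (MC4R); also added: Melanotan II challenge; compound: 6.5 µM single dose; timing: 30-min compound preincubation, 1-h Melanotan II challenge, 1-h detection, room temperature; signal: Eu-cAMP/anti-cAMP TR-FRET, emission 671 nm; repeats: one well per compound, no replicates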
Granule exo inh: lytic granule exocytosis inhibition; TALL-104 LAMP-1 surface exposure, flow cytometry; cells stimulated with thapsigargin and PMA; inhibition, % at 10 µM; 0.66% of 360,000 active; AID 651702;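 active = inhibition above about 55%, limit read from the data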
Vif imaging: inhibitors of HIV Vif | HEK293T cells, Vif self-association by quenched fluorescence, imaging, 24 h | inhibition, % at 7.49 µM | 0.35% of 340,000 active | AID 602346; in the data active = inhibition above about 50%, passing the limit was not always enough; also: some results filed as inactive read as strong as hits
MC4R ag barr: activates human MC4R beta-arrestin recruitment; U2OS MC4R beta-arrestin complementation, luminescence; percent of melanotan II response, DMSO zero; AID 540308; 0.98% of 360,000 active; activation, % at 8.9 µM;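 active = activation above a per-plate cutoff, the mean activation of sample wells on that plate plus 3 SD, cut at about 8% in these data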
aDG glyco up: increases alpha dystroglycan glycosylation; 0.22% of 360,000 active; activation, % at 10 µM; Pro5-aDG cells, alpha-DG glycosylation AlphaScreen (IIH6); 0% Pro5, 100% B10-LARGE cell signal;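 active = activation of at least 8% versus controls, or a plate z-score of at least 8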;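 also: Pro5 are CHO cells carrying HIG-tagged alpha-DG that lacks glycosylation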
* marks the source's active call; other numbers are inactive results; · = no result given.

SMILES	N-glyco inh	NOD2 RIPK2 PPI	ABHD5-PLIN5 inh	ABCB6 inh 2	TLR9-MyD88 inh	MC4R antag cAMP	Granule exo inh	Vif imaging	MC4R ag barr	aDG glyco up
O=C(Nc1ccc(-c2csc(-c3ccccc3)n2)cc1)c1ccccc1Cl	4	2	-4	97	11	0	6	12	3.8	0.2
Cc1ccc(Cl)cc1N(CC(=O)NC1CCCCC1)S(C)(=O)=O	0	-11	-2	98	-8	10	-1	0	-1.7	-0.1
CCOC(=O)Cc1csc(NC(=O)CCS(=O)(=O)Cc2ccccc2)n1	-3	-23	6	97	3	7	-1	-3	0.0	0.2
COc1cc(S(=O)(=O)N2CCOCC2)cc(C(=O)NCC(c2cccs2)N2CCOCC2)c1OC (configuration not stated)	1	-2	-8	103	-6	7	-1	15	-1.6	-0.2
CCCc1cc(=O)oc2cc(OC(C)C(=O)NCC3CCC(C(=O)O)CC3)ccc12 (configuration not stated)	1	2	4	100	2	-2	-5	-3	-1.3	-0.1
CS(=O)(=O)Nc1cccc(NC(=O)c2cccc3c(-c4ccc(F)c(F)c4)coc23)c1	22	-3	-4	91	·	12	-1	-7	-0.8	0.1
Nc1cc2c(cc1Br)-c1c(C(=O)O)cccc1C2O (configuration not stated)	35*	1	-6	87	-4	3	6	-3	-2.2	0.2
COc1cc(C)c(S(=O)(=O)N2CCOCC2)c(C)c1C	3	-5	6	98	-2	0	-2	11	-0.8	0.0
O=C(COC(=O)c1cccc(O)c1)NCc1ccc2c(c1)OCO2	-1	-3	3	94	7	9	2	0	-0.7	-0.1
CCCC(=O)NC(NC(=S)Nc1c(C)n(C)n(-c2ccccc2)c1=O)C(Cl)(Cl)Cl (configuration not stated)	3	-2	-3	101	-2	3	-1	-21	0.1	-0.2
Cc1ccc(S(=O)(=O)CCC(=O)OCc2nnc(-c3ccccc3Br)o2)cc1	2	1	5	98	-5	10	-4	-10	-1.9	-0.1
COc1cc(CNCCSc2nnnn2C)cc(OC)c1OC	2	3	-3	98	10	6	5	1	-1.6	-0.4
COc1ccc(NC(=S)N(CCc2c(C)[nH]c3ccccc23)Cc2ccco2)cc1	-2	-1	1	98	8	11	2	15	-0.7	0.0
CCC1=Nc2cc(C(=O)NCc3ccco3)ccc2Sc2ccc(C)cc21	11	14	5	98	-3	-25	-2	57*	-2.6	-0.1
CC(C)Cc1ccc(C(C)C(=O)N2CCOCC2)cc1 (configuration not stated)	-1	4	4	98	-14	4	-4	5	0.0	-0.1
O=C(NNC(=O)c1cccnc1)NC1CCCCC1	1	3	-2	92	5	1	-3	8	-3.0	0.1
COc1ccc(N/C=C\C(=O)c2ccc3ccccc3c2)cc1	1	2	-9	99	1	10	12	4	1.4	-0.1
Cc1ccccc1NC(=O)C1CC(=O)OC12CCOC(C)(C)C2 (configuration not stated)	2	-1	0	93	13	5	2	-3	0.0	-0.2
COCCN(Cc1ccc(OC)cc1)c1c(C)nc2ccc(C(=O)NCCc3c[nH]c4ccccc34)cn12	-1	1	20	94	·	2	8	-7	2.3	1.3
CCc1ccc(/C=C2\SC(=S)N(CCCC(=O)N(CCO)c3ccccc3)C2=O)cc1	-3	-4	5	87	7	14	40	-5	5.8	0.4
O=C(NCCCc1ccccc1)c1ccc(F)cc1	-1	-2	-1	95	0	4	-11	-10	0.2	-0.1
CC(=O)C1=NN(c2ccccc2)C(c2ccc3c(c2)OCO3)N1c1ccc(N2CCOCC2)cc1 (configuration not stated)	0	7	-3	95	0	3	0	2	1.0	-0.3
Cn1cnnc1SCC(=O)NNC(=O)c1ccc([N+](=O)[O-])cc1	0	-8	9	102	-3	5	1	0	-1.5	0.0
O=C(NNC(=O)c1cccc(O)c1)Nc1ccc([N+](=O)[O-])cc1	1	0	0	98	-5	-2	-2	0	-3.9	0.0
COc1cc(Br)cc(-c2nc3c(c(=O)[nH]c(=O)n3Cc3ccccc3)n2C)c1O	-1	2	10	93	4	10	3	-14	-2.1	-0.1
CN(CCc1ccccn1)C(=O)c1cc(COc2ccc(F)cc2F)on1	-3	-9	-2	93	-9	7	-8	-3	0.1	0.5
O=C(c1ccccc1F)N1N=C(C(F)(F)F)CC1(O)c1ccccc1 (configuration not stated)	-4	-8	4	82	-8	2	4	-4	2.6	0.0
Cc1cc(C)c(S(=O)(=O)N2CC=C(c3ccccc3)CC2)c(C)c1	-2	0	-1	99	5	6	10	1	3.1	0.1
Cc1ccnc(NC(=O)CCC(=O)N(CC(=O)NC(C)(C)C)Cc2ccc3c(c2)OCO3)c1	2	-2	-2	100	-1	2	11	5	-1.3	0.0
C[C@H](CO)N1C[C@H](C)[C@@H](CN(C)Cc2cccc3c2OCCCO3)OCc2cnnn2CCCC1=O	1	-7	0	100	6	1	-3	·	-0.2	-0.1
Cc1nn(CC(=O)N2CCc3ccccc3C2)c(C)c1[N+](=O)[O-]	2	-15	3	94	-2	10	-1	·	-1.4	-0.3
COc1cccc(CC2(CO)CCCN(Cc3cn[nH]c3-c3cc(C)ccc3C)C2)c1 (configuration not stated)	1	4	-3	93	-14	1	6	-1	-4.6	-0.2
Cc1cc(-c2ccccc2)nc2c(Br)c(=O)[nH]n12	2	7	-25	99	9	3	-2	-3	-0.8	0.0
O=C(O)c1cccc(-n2sc3ccccc3c2=O)c1	0	4	109*	103	0	14	1	-4	-3.1	0.1
Cc1ccc(-c2ccc(SCC(=O)NCC3CCCO3)nn2)cc1 (configuration not stated)	1	3	3	88	-11	1	-2	2	-1.0	0.1
Cc1ccc(C(=O)NCc2ccc3c(c2)OCO3)cc1N1CCCC1=O	-1	-4	5	99	6	10	0	18	0.6	4.8

Rewritten bar-delimited: part of the list above.
Molecule | N-glyco inh | NOD2 RIPK2 PPI | ABHD5-PLIN5 inh | ABCB6 inh 2 | TLR9-MyD88 inh | MC4R antag cAMP | Granule exo inh | Vif imaging | MC4R ag barr | aDG glyco up
Cc1ccccc1NC(=O)C1CC(=O)OC12CCOC(C)(C)C2 (configuration not stated) | 2 | -1 | 0 | 93 | 13 | 5 | 2 | -3 | 0.0 | -0.2
COCCN(Cc1ccc(OC)cc1)c1c(C)nc2ccc(C(=O)NCCc3c[nH]c4ccccc34)cn12 | -1 | 1 | 20 | 94 | · | 2 | 8 | -7 | 2.3 | 1.3
CCc1ccc(/C=C2\SC(=S)N(CCCC(=O)N(CCO)c3ccccc3)C2=O)cc1 | -3 | -4 | 5 | 87 | 7 | 14 | 40 | -5 | 5.8 | 0.4
O=C(NCCCc1ccccc1)c1ccc(F)cc1 | -1 | -2 | -1 | 95 | 0 | 4 | -11 | -10 | 0.2 | -0.1
CC(=O)C1=NN(c2ccccc2)C(c2ccc3c(c2)OCO3)N1c1ccc(N2CCOCC2)cc1 (configuration not stated) | 0 | 7 | -3 | 95 | 0 | 3 | 0 | 2 | 1.0 | -0.3
Cn1cnnc1SCC(=O)NNC(=O)c1ccc([N+](=O)[O-])cc1 | 0 | -8 | 9 | 102 | -3 | 5 | 1 | 0 | -1.5 | 0.0
O=C(NNC(=O)c1cccc(O)c1)Nc1ccc([N+](=O)[O-])cc1 | 1 | 0 | 0 | 98 | -5 | -2 | -2 | 0 | -3.9 | 0.0

Going on with the list.
SMILES	N-glyco inh	NOD2 RIPK2 PPI	ABHD5-PLIN5 inh	ABCB6 inh 2	TLR9-MyD88 inh	MC4R antag cAMP	Granule exo inh	Vif imaging	MC4R ag barr	aDG glyco up
Cc1cccc(C)c1NC(=O)COC(=O)C1C2CC3OC(=O)C1C3C2 (configuration not stated)	1	-12	5	170	-8	7	-6	-6	-1.5	-0.1
Cn1c(-c2ccccc2)cnc1NCc1ccccc1	2	-7	9	99	8	0	-3	-3	0.4	0.0
Cc1nnc(Sc2c(N)n(C)c(=O)[nH]c2=O)s1	-1	1	1	103	4	1	0	-3	-1.6	-0.1
COc1ccc2c(c1OC)C(=O)OC2Nc1ccccn1 (configuration not stated)	3	1	1	103	0	8	1	1	-0.3	-0.2
COc1ccc(CCN(C)C(=O)CNC(=O)Cc2cccc3ccccc23)cc1OC	·	-6	1	98	2	4	-1	·	-2.0	-0.2
COc1ccc(/C=C2\SC(=O)N(CC(=O)NN3CCN(C)CC3)C2=O)cc1OC	-1	-4	-4	100	10	-7	-2	1	-2.9	0.0
COc1ccccc1CNC(=O)COC(=O)Cc1ccc(Br)cc1	2	-2	-4	99	1	-2	-22	10	0.1	-0.1
CC12CCC(C(=O)O)(c3nc(C#N)c(C#N)nc31)C2(C)C (configuration not stated)	3	2	14	106	4	12	11	-3	1.9	-0.1
COc1cc([N+](=O)[O-])ccc1NC(=O)NCc1ccco1	0	3	14	99	8	-1	0	8	-3.2	0.9
CCn1c(=O)c(C(=O)NCc2ccc(OC)cc2)c(O)c2ccccc21	1	-2	6	106	-13	-3	-7	-3	-1.3	0.6
O=C(Cc1cccs1)Nc1cccnc1	0	-6	-4	108	-1	1	8	-2	-1.2	-0.2
COc1ccccc1C(=O)COC(=O)c1cnc(C)cn1	2	-12	12	102	-1	-3	-2	3	0.7	0.1
CC1(C)CC(NC(=O)c2ccc(Cl)cc2Cl)CC(C)(C)N1	3	7	-6	94	-15	-1	0	6	0.0	-0.2
O=C(NCc1cccnc1)C(=O)Nc1ccc([N+](=O)[O-])cc1	1	-7	-1	96	-6	7	0	-4	-0.4	-0.2
CCCCNc1oc(-c2ccc(OC)cc2)nc1S(=O)(=O)c1ccccc1	0	-1	-14	69*	-4	-4	-2	26	-3.3	0.0
O=C(O)c1cnc(-c2ccccc2)nc1Oc1ccccc1	1	-2	-5	100	-4	3	1	·	0.7	0.0
CCOc1ccc(CCN2C(=S)N([C@@H](Cc3ccc(O)cc3)CN3CCC[C@@H]3CN3C(=S)NC[C@@H]3Cc3ccc(O)cc3)C[C@@H]2Cc2ccc(O)cc2)cc1	·	-7	17	90	·	·	-9	·	·	-0.4
O=S(=O)(c1cc(C(F)(F)F)ccc1Cl)N1CCN(c2ccccn2)CC1	-1	-10	-5	102	-5	21	1	-5	3.9	0.1
CC1=C(C(=O)OCC2CCCO2)C(c2ccc(F)cc2)NC(=O)N1 (configuration not stated)	1	0	-3	100	6	-2	-5	17	-1.1	0.7

A portion of the library; the hit share may differ from the screen's.
